# From PubChem
# KCNQ2 inh = KCNQ2 potassium channel inhibitors, primary screen, cell-based, CHO-K1, FluxOR thallium flux, B-score (AID 2156) | Potassium voltage-gated channel subfamily KQT member 2 (Rattus norvegicus), O88943 | 20 min; active compounds read low | B-score at 10 µM | 1.1% of 310,000 active;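 active means fluorescence ratio B-score at most minus 3 library SDs, with starting brightness B-score within 2 library SDs, cut at about -5.5 in these data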
# OX1R FRET antag = antagonists of human orexin 1 receptor (OX1R); Orexin/Hypocretin receptor type 1 (Homo sapiens), O43613; OX1R-expressing cells, FRET antagonist read-out; inhibition, % at 6.6 µM; 1.8% of 330,000 active; in the data active means inhibition mostly above about 38%, no sharp cut-off; inactive means mostly below about 40%;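 further: 0% = agonist challenge alone and 100% = reference antagonist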
# Target sequence (O43613 whole entry, looked up): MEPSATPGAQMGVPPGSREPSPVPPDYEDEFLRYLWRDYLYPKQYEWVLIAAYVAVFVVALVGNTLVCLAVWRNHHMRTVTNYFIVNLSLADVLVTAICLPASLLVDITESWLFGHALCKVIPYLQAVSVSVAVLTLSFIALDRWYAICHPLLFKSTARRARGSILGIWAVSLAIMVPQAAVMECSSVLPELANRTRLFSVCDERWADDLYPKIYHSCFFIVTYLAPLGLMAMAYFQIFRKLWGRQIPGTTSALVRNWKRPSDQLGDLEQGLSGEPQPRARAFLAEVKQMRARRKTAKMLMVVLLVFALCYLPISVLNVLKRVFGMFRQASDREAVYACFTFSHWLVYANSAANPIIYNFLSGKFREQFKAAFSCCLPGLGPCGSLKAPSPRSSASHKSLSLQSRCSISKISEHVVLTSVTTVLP
# STK33 inh = inhibitors of purified STK33 kinase, primary screen, biochemical, ADP-Glo luminescence, homogeneous, cell-free. AID 2661, 2010. Serine/threonine-protein kinase 33 (Homo sapiens), Q9BYT3. inhibition, % at 10 µM. MBP phosphorylation. 0.073% of 320,000 active;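 active means inhibition at or above 25%, using the most active replicate where run in duplicate; inactive means inhibition below 25%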
# Target sequence (Q9BYT3 whole entry, looked up): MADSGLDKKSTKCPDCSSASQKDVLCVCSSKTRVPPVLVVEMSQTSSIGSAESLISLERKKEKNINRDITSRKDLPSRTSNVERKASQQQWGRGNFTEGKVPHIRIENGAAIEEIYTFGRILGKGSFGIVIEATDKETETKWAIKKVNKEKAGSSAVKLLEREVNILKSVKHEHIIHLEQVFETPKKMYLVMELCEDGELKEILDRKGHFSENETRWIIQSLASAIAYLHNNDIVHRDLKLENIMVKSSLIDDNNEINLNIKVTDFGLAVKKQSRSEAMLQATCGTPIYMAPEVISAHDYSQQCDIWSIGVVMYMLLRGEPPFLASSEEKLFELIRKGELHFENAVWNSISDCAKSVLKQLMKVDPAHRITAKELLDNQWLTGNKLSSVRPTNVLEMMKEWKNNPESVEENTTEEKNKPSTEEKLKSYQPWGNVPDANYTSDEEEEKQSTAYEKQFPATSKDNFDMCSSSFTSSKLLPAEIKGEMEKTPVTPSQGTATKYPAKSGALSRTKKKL
# * = called active by the depositor; i = inactive; . = no result given.
SMILES,KCNQ2 inh,OX1R FRET antag,STK33 inh
O=C(COC(=O)c1ccccc1Oc1ccccc1)NCc1ccco1,i,26,-0.7
COc1cccc(/C=C/C(=O)OCC(=O)Nc2ccc(Cl)c(S(=O)(=O)N(C)C)c2)c1,i,6,-0.2
Cc1ccc(NC(=O)COC(=O)CSCC(=O)Nc2cc(C)on2)c(C)c1,i,13,-3.3
O=C(O)CCC(=O)Nc1nc2ccccc2s1,i,2,0.3
O=C(Cn1nc(-c2cccc(Cl)c2)ccc1=O)Nc1ccc(C(=O)NC2CC2)cc1,i,10,-0.2
Cc1c(/C=N/NC(=O)c2ccc(O)cc2)c2ccccn2c1C(=O)c1ccc(F)cc1,i,16,-0.3
CCc1ccccc1NC(=O)CN(c1ccc(OC)cc1OC)S(=O)(=O)c1ccccc1,i,4,-22
CCOC(=O)CNC(=S)N(Cc1cccs1)C1CCCCC1,i,12,-1.5
COCc1nc2ccccc2n1Cc1ccccc1,i,13,-0.1
Cc1cc(C)cc(NC(=O)Nc2ccc(NC(=O)c3ccccc3O)cc2)c1,i,-4,-0.1
NNc1nc(-c2ccccc2)c2ccccc2n1,i,34,0.9
Cc1c(C(=O)Oc2ccc(F)cc2)sc2ncn(Cc3cccc(F)c3)c(=O)c12,i,1,0.1
Cc1ccccc1C=Nc1ccccc1C(N)=O,i,20,0.2
Cc1cc(C)cc(NS(=O)(=O)c2ccc3[nH]c(=O)ccc3c2)c1,i,.,-0.7
CC(C)OC(=O)/C(C#N)=C\c1cccnc1,i,5,0.3
CC1CCCC(C)N1C(=O)COC(=O)CNC(=O)c1sc2ccccc2c1Cl (stereo not given),i,13,.
CCn1c(C(=O)OC)cc2c1ccn2-c1ccc(F)cc1,i,15,-1.9
Cc1cc2c(=O)n(CC(=O)NCC(=O)N3CCN(Cc4ccccc4)CC3)cnc2s1,i,31,5.5
Cc1ccsc1C(=O)Nc1ccc(C(=O)O)cc1,.,4,6.5
CCOc1ccc2nc(NCCCNS(=O)(=O)c3ccc(F)cc3)c(C#N)cc2c1,i,15,1.7

# Another view of some results above:
> CCc1ccccc1NC(=O)CN(c1ccc(OC)cc1OC)S(=O)(=O)c1ccccc1
  KCNQ2 inh: i	OX1R FRET antag: 4	STK33 inh: -22

> CCOC(=O)CNC(=S)N(Cc1cccs1)C1CCCCC1
  KCNQ2 inh: i	OX1R FRET antag: 12	STK33 inh: -1.5

> COCc1nc2ccccc2n1Cc1ccccc1
  KCNQ2 inh: i	OX1R FRET antag: 13	STK33 inh: -0.1

> Cc1cc(C)cc(NC(=O)Nc2ccc(NC(=O)c3ccccc3O)cc2)c1
  KCNQ2 inh: i	OX1R FRET antag: -4	STK33 inh: -0.1

# Later entries.
SMILES,KCNQ2 inh,OX1R FRET antag,STK33 inh
CCN(C(=O)c1cc2c(=O)[nH]c3ccc(C)cc3c2s1)c1ccc(F)cc1,i,10,-1.9
O=C(NC(=O)c1ccccc1O)c1ccc(C(F)(F)F)cc1,i,24,-0.3
O=C(O)CNC(=S)N(Cc1ccccc1Cl)C1CCCCC1,i,6,-2.2
OC(COc1ccccc1)CN1CCC(Cc2ccccc2)CC1 (stereo not given),i,7,-2.1
O=C(/C=C/c1ccco1)Nc1ccc2nn(-c3ccccc3)nc2c1,i,77*,1.5
CN(C)S(=O)(=O)c1cc(NC(=O)CN2CCCc3ccccc32)ccc1Cl,i,3,-0.9
COc1ccc2c(c1)[nH]c1c(Cl)ncnc12,i,10,.
CCC1CCCCN1C(=S)Nc1cccc(S(=O)(=O)N(C)C)c1 (stereo not given),i,15,-1.2
Cc1ccc(Nc2nc(-c3sc(NC(=O)c4ccc([N+](=O)[O-])cc4)nc3C)cs2)cc1,i,22,1.0
FC(F)(F)COc1nc(N/N=C/c2cccnc2)nc(N2CCCCC2c2ccccn2)n1 (stereo not given),i,39,-0.3
COc1ccc(C)cc1S(=O)(=O)N(C)CC(=O)N1CCN(C)CC1,i,6,-1.0
Cn1cccc1/C=N/N1CCN(c2ccccn2)CC1,i,14,1.5
CSCc1cc(N(C)c2ccccc2)nc(-c2ccccn2)n1,i,-18,0.4
FC(F)(F)c1cccc(NC(=S)NCc2ccccn2)c1,i,13,-0.9
CCC1=C2CC[C@H]3C(=O)N(CC(=O)OC)C(=O)[C@H]3[C@H]2[C@@]2(C)C(=NCC(=O)OC)OC(=O)N2C1=O,i,11,-0.9
CCc1ccc(NC(=O)CN(c2ccc3c(c2)OCO3)S(=O)(=O)c2c(C)noc2C)cc1,i,27,-1.3
CCCC(=O)Nn1cnc2c(c1=O)C1(CCCCC1)Cc1ccccc1-2,i,7,-0.2
CCOC(=O)C1=C(C)NC(=O)C1(NC(=O)c1cccnc1)C(F)(F)F (stereo not given),i,-7,-4.0
CC(C)Cn1c(CN2CCN(C(=O)c3ccco3)CC2)nc2c1c(=O)n(C)c(=O)n2C,i,24,0.7
COCCNC(=O)c1c(CSc2ccc(Cl)cc2)noc1C(=O)NCc1ccccc1,i,8,0.9

# 2 compounds drawn at random from those above:
SMILES,KCNQ2 inh,OX1R FRET antag,STK33 inh
O=C(/C=C/c1ccco1)Nc1ccc2nn(-c3ccccc3)nc2c1,i,77*,1.5
O=C(O)CNC(=S)N(Cc1ccccc1Cl)C1CCCCC1,i,6,-2.2

# Single records, as listed above:
# `CC(C)Cn1c(CN2CCN(C(=O)c3ccco3)CC2)nc2c1c(=O)n(C)c(=O)n2C` as listed: KCNQ2 inh: i; OX1R FRET antag: 24; STK33 inh: 0.7
# `CCN(C(=O)c1cc2c(=O)[nH]c3ccc(C)cc3c2s1)c1ccc(F)cc1` as listed: KCNQ2 inh: i; OX1R FRET antag: 10; STK33 inh: -1.9
# `O=C(NC(=O)c1ccccc1O)c1ccc(C(F)(F)F)cc1` as listed: KCNQ2 inh: i; OX1R FRET antag: 24; STK33 inh: -0.3

# Carrying on:
SMILES,KCNQ2 inh,OX1R FRET antag,STK33 inh
CN(CC#CCC(c1ccccc1)c1ccccc1)C(C)(C)C,i,-1,-0.4
N#C/C(=C\c1cccc([N+](=O)[O-])c1)C(=O)NCc1cccnc1,i,20,.
COc1ccc(NC(=O)COC(=O)CC2CCCC2)cc1,.,2,-0.3
O=C(CCNC(=O)c1ccccc1Cl)NCCc1ccc(C(F)(F)F)cc1,i,14,-1.4
CCOc1ccc(N(Cc2ccc(OC)cc2)C(=O)c2ccco2)cc1,i,29,-0.5
CC(=O)N(CCC1(C(C)C)CCOC(C)(C)C1)C(C)c1cccs1 (stereo not given),i,28,-0.7
COc1ccc(NC(=O)c2sc3nc(C)nc(N4CCN(c5ccccn5)CC4)c3c2C)c(OC)c1,i,-4,-1.4
NC(=O)CC(NC(=O)c1ccccc1)c1ccc(NCCc2cccc(F)c2)c([N+](=O)[O-])c1 (stereo not given),i,13,0.4
CCOC(=O)C1CCN(C(=O)Nc2ccc(OC)c(OC)c2)CC1,i,9,-3.6
CC(=O)N1CCCC(C(=O)c2ccc3c4c(cccc24)CC3)C1 (stereo not given),i,6,1.3
COc1ccc(C(=O)NNC(=O)CSc2nnc(COc3ccccc3)n2C)cc1,i,3,1.0
COc1ccccc1/C=C/C(=O)c1ccc(NC(C)=O)cc1,i,50,0.6
CCc1cc2c(SCC(=O)c3cccs3)ncnc2s1,i,33,-0.3
S=c1[nH]nc(Cc2cccc3ccccc23)n1-c1ccccc1,i,24,-0.6
CCOC(=O)c1ccccc1NC(=O)C1CC(=O)N(C2CCCCC2)C1 (stereo not given),i,18,-1.1
CCCCCn1nc(C)c(/C=N/NC(=O)c2ccoc2C)c1C,i,9,0.4
N#CC1(c2ccccc2)CCCN1C(=O)c1ccccc1Br (stereo not given),i,19,-0.7
COc1cccc(-c2nc(CS(=O)(=O)CC(=O)NCCc3ccc(C)cc3)c(C)o2)c1,i,20,-0.7
Cc1nn(-c2ccccc2)c(NC(=O)c2cccs2)c(-c2ccc(Cl)cc2)c1=O,i,14,-1.0
CC(C)CC(OC(=O)c1ccc(Cl)nc1)C(=O)NC1CCCC1 (stereo not given),i,5,-2.0
O=C(CSc1ccc([N+](=O)[O-])cc1)Nc1cccc(S(=O)(=O)N2CCOCC2)c1,.,6,-1.1
CCOc1cc(CNc2ccccc2)cc(Br)c1OCc1ccc(F)cc1,i,14,-1.5
Cn1c(=O)n(C)c2cc(S(=O)(=O)NCCc3ccccc3)ccc21,i,43,0.3
Cc1cc(C(=O)OCn2nnc3ccccc3c2=O)c(C)o1,i,16,-1.0
O=C(NCc1ccco1)c1cc2n(n1)C(C(F)(F)F)CC(c1ccc(F)cc1)N2 (stereo not given),i,14,0.1
Cc1ccccc1OCc1nc2ccccc2c(=O)n1/N=C/c1cccc([N+](=O)[O-])c1,-6.2*,12,-2.0
COc1ccc(S(=O)(=O)n2oc(=O)cc2-c2ccccc2)cc1OC,i,16,0.4
Cc1ccc(/C=C2\CCC(C3CCCC3)C2=O)cc1 (stereo not given),i,-2,0.5
CS(=O)(=O)N1CCC(Oc2ccccc2C(=O)N2CCNC(=O)C2)CC1,i,30,-1.8
O=C(NC1CCCC1)C1CCCN(S(=O)(=O)c2cccc3cccnc23)C1 (stereo not given),i,18,2.3
C/C(=N\Nc1nc(C(C)(C)C)cs1)c1ccc(O)cc1,i,8,-1.2
CCCCC(=O)NC(c1ccccc1Cl)c1c(O)ccc2ccccc12 (stereo not given),i,22,-0.8
O=C(CSc1nc(-c2ccco2)cc(C(F)(F)F)n1)NC1CCCC1,i,1,-0.4
O=C(O)CC(NC(=O)Cc1ccccc1)c1cc([N+](=O)[O-])ccc1Cl (stereo not given),i,20,-1.4
N#Cc1ccc(-n2nnc3ccccc3c2=O)c([N+](=O)[O-])c1,i,33,0.1
COc1cc(Cl)c(CN2CCCC(CO)(Cc3ccccc3F)C2)cc1OC (stereo not given),i,5,-1.1
Cc1ccc(Cn2c(=O)c3c(nc4n3CCN4Cc3ccco3)n(C)c2=O)cc1,i,20,1.8
CCCCCCOC(=O)C1=C(C)NC(=O)NC1c1ccc(O)cc1 (stereo not given),i,16,-0.2
O=C(OCC(=O)N1CCCCC1)c1cc2ccccc2cc1O,i,16,-0.4
CCCC(C)NC(=O)COC(=O)c1ccc(Cl)c(S(N)(=O)=O)c1 (stereo not given),i,13,-1.3
Cc1cc(C)n2nc(SCC(=O)c3cc(C)n(CC4CCCO4)c3C)nc2n1 (stereo not given),i,24,-0.4
COc1ccc(-c2c([C@H]3[C@H]4C=CC[C@@H](C)[C@@H]4C(=O)N3Cc3ccccc3)ccc3ccccc23)cc1,i,10,-1.0
O=C(Nc1cccc(Cl)c1)c1cc(N=Nc2ccc([N+](=O)[O-])cc2Cl)ccc1O,i,77*,3.9
CCc1cc2ccc(OC)cc2nc1SCC(=O)NNC(=O)c1ccco1,i,28,0.4
COc1ccc(CNC(=O)CN2c3ccccc3S(=O)(=O)c3ccccc32)cc1,i,9,0.0
CC(=O)Nc1ccc(SCCC2CCCCN2C)cc1 (stereo not given),i,-2,-0.8
CCCCCCCN1C(Nc2ccccc2)=NC[C@@H]1C,.,7,-0.2
O=C(NNc1cc(Cl)ccc1Cl)c1c(F)cccc1Cl,i,19,0.1
COc1ccc(OCCCn2ccnc2)cc1,i,-4,-0.2
CCn1c(CNC(=O)c2ccc3c(c2)OCO3)nnc1SCC(=O)Nc1ccccc1F,i,20,-1.1
C/C(Cc1ccccc1)=N\NC(=O)CNC(=O)Cc1ccc(Cl)cc1,i,22,-3.4
O=C1NC2(CCCCC2)C(=O)N1c1cccc(Cl)c1,i,8,-1.4
COc1ccc(C(=O)N2CCNC(=O)C2CC(=O)Nc2cccc(Cl)c2Cl)cc1 (stereo not given),i,18,1.2
COc1ccc(-n2c(Cc3cc(=O)[nH]c(=O)[nH]3)nnc2SCC(=O)NC2CCCC2)cc1,i,10,0.2
O=C(NCc1cccc(Cl)c1)C1CCC(=O)N(CC2CCCCC2)C1 (stereo not given),i,16,5.4
C=CCn1c(O)c(N=NC(=O)CNC(=O)/C=C/c2ccco2)c2ccccc21,i,21,-0.8
COc1ccc(OC)c(NC(=O)CS(=O)(=O)c2cn(CC(=O)N3CCOCC3)c3ccccc23)c1,i,17,0.1
CCc1ccccc1NC(=O)Nc1ccc2c(c1)OCO2,i,29,-0.6
COc1ccc(OC)c(C2CC(c3ccc(NS(C)(=O)=O)cc3)=NN2C(=O)c2ccccc2)c1 (stereo not given),i,7,-1.2
O=C(Nc1ccccc1C(=O)NCc1ccc(Cl)cc1)c1ccco1,i,32,1.8
# Carrying on:
SMILES,KCNQ2 inh,OX1R FRET antag,STK33 inh
Cn1c(=O)[nH]c(=O)c2c1nc(Br)n2CCCCSc1nc2ccccc2o1,i,19,-0.6
CNC(=O)c1ncnnc1N(C)C(=O)NCc1ccccc1,i,10,-2.1
O/N=C(\COc1ccccc1O)c1ccccc1,i,10,-4.5
O=C1CCC(C(=O)Nc2cccc3ccccc23)N1 (stereo not given),i,2,-2.5
N/C(COc1ccc(F)cc1)=N\NC(=O)c1cccnc1Oc1ccccc1,i,14,-1.4
Cc1ccc(C(=O)N2CC3(C(C)C)CN(C(=O)c4ccc(C)cc4)CC(C(C)C)(C2)C3=O)cc1,i,1,-1.1
O=C1CCCC(O)=C1N=Nc1c(Cl)cc(Cl)cc1Cl,i,3,-0.5
COc1ccc(C2=Nc3ccccc3OC2)cc1,i,28,-1.0
Cn1c2ccccc2c(=O)c2c(=O)n(Cc3ccco3)c(COc3ccccc3)nc21,i,20,-1.0
